Screening results deposited in PubChem BioAssay by The Scripps Research Institute Molecular Screening Center.
PAFAH1B3 inh = PAFAH1B3 (human) inhibition. Q15102. recombinant PAFAH1B3, FP-rhodamine probe, fluorescence polarization. inhibition, % at 3.39 µM. hit rate 0.28% among 340,000. AID 492972;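 active = inhibition above the screen-wide average of all tested compounds plus 3 SD, cut at about 25% in these data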;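 also: 0% = enzyme with DMSO only and 100% = wells lacking PAFAH1B3 protein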
LYPLA2 inh = counter-screen for PME1 inhibitors: inhibitors of human LYPLA2; recombinant LYPLA2, FP-Rh probe fluorescence polarization; inhibition, % at 5.9 µM; hit rate 0.38% among 320,000; AID 2177;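 active = inhibition above the screen-wide mean plus 3 SD, limit set per campaign, cut at about 26% in these data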;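 also: 0% = LYPLA2 with DMSO and 100% = wells lacking LYPLA2 enzyme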
GSTO1 inh = blocks human GSTO1 in RBBP9 counter-screen; P78417; recombinant GSTO1, activity-based probe fluorescence polarization; inhibition, % at 5.96 µM; hit rate 1.1% among 300,000; AID 1974;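 active = inhibition above the campaign mean inhibition plus 3 SD, cut at about 35% in these data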;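 also: 0% = GSTO1-1 with DMSO and 100% = wells lacking GSTO1-1 enzyme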
Target sequence (P78417 whole entry, looked up): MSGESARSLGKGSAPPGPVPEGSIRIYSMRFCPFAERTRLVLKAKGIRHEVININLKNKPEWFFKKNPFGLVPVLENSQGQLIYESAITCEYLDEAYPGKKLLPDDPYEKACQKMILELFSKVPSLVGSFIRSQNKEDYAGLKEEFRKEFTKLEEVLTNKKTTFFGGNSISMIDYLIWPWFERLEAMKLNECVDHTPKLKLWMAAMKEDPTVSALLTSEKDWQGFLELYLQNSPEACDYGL
PAFAH1B2 FP inh = PAFAH1B2 (human) inhibition; P68402; recombinant PAFAH1B2, FP-rhodamine activity probe, fluorescence polarization; inhibition, % at 3.39 µM; hit rate 1.2% among 340,000; AID 492953;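 active = inhibition above the mean of all tested compounds plus 3 SD, cut at about 24% in these data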;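 also: 0% = enzyme with DMSO and 100% = wells lacking PAFAH1B2; many of its hits are not listed in these tables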
pPAFAH FP inh = pPAFAH (human) enzyme inhibition; recombinant pPAFAH, FP-rhodamine probe fluorescence polarization; inhibition, % at 3.39 µM; hit rate 1.5% among 330,000; AID 463082;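 active = inhibition above the mean inhibition across the screen plus 3 SD, cut at about 25% in these data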;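 also: inhibitors block binding of the rhodamine activity-based probe so polarization drops; 0% = enzyme with DMSO and 100% = wells lacking pPAFAH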
Target sequence (Q13093 whole entry, looked up): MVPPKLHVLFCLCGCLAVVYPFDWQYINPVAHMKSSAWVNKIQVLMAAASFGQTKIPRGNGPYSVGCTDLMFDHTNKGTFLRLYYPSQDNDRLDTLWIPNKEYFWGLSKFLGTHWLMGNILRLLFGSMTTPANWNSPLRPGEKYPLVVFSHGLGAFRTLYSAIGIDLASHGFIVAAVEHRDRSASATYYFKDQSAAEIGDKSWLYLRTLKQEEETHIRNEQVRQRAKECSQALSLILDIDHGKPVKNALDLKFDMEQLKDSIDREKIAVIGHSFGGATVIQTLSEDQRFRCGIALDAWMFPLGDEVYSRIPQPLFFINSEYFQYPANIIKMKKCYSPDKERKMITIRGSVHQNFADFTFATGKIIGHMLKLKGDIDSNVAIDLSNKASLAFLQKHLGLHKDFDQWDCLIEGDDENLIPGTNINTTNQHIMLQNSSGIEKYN
PAD4 FP inh = PAD4 (human) enzyme inhibition; Q9UM07; hit rate 0.41% among 330,000; inhibition, % at 6.36 µM; recombinant PAD4, RCA probe fluorescence polarization;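 active = percent inhibition above a cutoff equal to the mean of all tested compounds plus 3 SD, cut at about 15% in these data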;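 also: 0% = PAD4 with RCA probe and DMSO and 100% = probe without PAD4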
LYPLA1 counter = counter-screen for PME1 inhibitors: inhibitors of human LYPLA1; O75608; recombinant LYPLA1, FP-Rh probe fluorescence polarization; inhibition, % at 5.9 µM; hit rate 0.16% among 320,000;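 active = inhibition above the mean of all tested compounds plus 3 SD, set per campaign, cut at about 14% in these data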;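 also: inhibitors block serine hydrolase probe labeling of LYPLA1 so polarization falls; 0% = enzyme with DMSO and 100% = wells lacking LYPLA1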
Target sequence (O75608 whole entry, looked up): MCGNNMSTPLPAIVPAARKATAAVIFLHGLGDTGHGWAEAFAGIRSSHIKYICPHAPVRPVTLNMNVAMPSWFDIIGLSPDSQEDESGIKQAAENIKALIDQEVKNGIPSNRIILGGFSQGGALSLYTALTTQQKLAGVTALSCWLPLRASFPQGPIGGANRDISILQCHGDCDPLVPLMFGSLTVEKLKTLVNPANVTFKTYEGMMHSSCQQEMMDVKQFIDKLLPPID
PAFAH2 FP inh = inhibitors of human PAFAH2. Q99487. recombinant PAFAH2, FP-rhodamine activity probe, fluorescence polarization. inhibition, % at 3.39 µM. hit rate 0.99% among 340,000. AID 492956;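 active = inhibition above the mean over all tested compounds plus 3 SD, cut at about 30% in these data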;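 also: inhibitors block probe labeling of enzyme so polarization drops; 0% = enzyme with DMSO and 100% = wells lacking PAFAH2 protein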
PME-1 inh = blocks human protein phosphatase methylesterase 1 | Q9Y570 | recombinant PME-1, FP-Rh probe fluorescence polarization | inhibition, % at 5.9 µM | hit rate 0.53% among 320,000;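 active = inhibition above the campaign mean of all compounds plus 3 SD, cut at about 26% in these data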;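 also: competitive labeling of PME-1 active site by serine hydrolase directed probe; 0% = PME-1 with DMSO and 100% = wells lacking PME-1 enzyme; inhibitors block probe labeling so polarization falls and inhibition rises; many of its hits are not listed in these tables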
* marks the source's active call; other numbers are inactive results. The list is partial, so the mix of outcomes need not match the whole.

Results for C/C(O)=C(\C#N)c1nnc2n1CCCCC2 ?
PAFAH1B3 inh: 6; LYPLA2 inh: -3; GSTO1 inh: 2; PAFAH1B2 FP inh: 1; pPAFAH FP inh: 2; PAD4 FP inh: 1; LYPLA1 counter: 0; PAFAH2 FP inh: 3; PME-1 inh: 4

What do the screens show for `COc1ccc(CNC(=O)CSc2nnnn2-c2ccccc2)cc1`?
PAFAH1B3 inh: 4; LYPLA2 inh: 1; GSTO1 inh: 12; PAFAH1B2 FP inh: 6; pPAFAH FP inh: 5; PAD4 FP inh: 4; LYPLA1 counter: 1; PAFAH2 FP inh: -1; PME-1 inh: 1

Results for COC(=O)c1ccsc1NC(=O)CSc1nnnn1Cc1ccccc1 ?
PAFAH1B3 inh: 8; LYPLA2 inh: -9; GSTO1 inh: 7; PAFAH1B2 FP inh: 0; pPAFAH FP inh: 8; PAD4 FP inh: -2; LYPLA1 counter: -5; PAFAH2 FP inh: 9; PME-1 inh: 2

How did O=C(NC1CCCCC1)N(Cc1cc2cc3c(cc2[nH]c1=O)OCCO3)CC1CCCO1 (stereo not given) do in these assays?
PAFAH1B3 inh: 2; LYPLA2 inh: -6; GSTO1 inh: -3; PAFAH1B2 FP inh: 8; pPAFAH FP inh: 1; PAD4 FP inh: -2; LYPLA1 counter: -1; PAFAH2 FP inh: 0; PME-1 inh: -11

Results for COCC(=O)Nc1cc(C(=O)NCC(C)C)ccc1Cl ?
PAFAH1B3 inh: 4; LYPLA2 inh: 0; GSTO1 inh: 5; PAFAH1B2 FP inh: 2; pPAFAH FP inh: -2; PAD4 FP inh: 0; LYPLA1 counter: 4; PAFAH2 FP inh: 5; PME-1 inh: -1

How did CNC(=O)c1cc(OCC(F)(F)F)ccc1OCC(F)(F)F do in these assays?
PAFAH1B3 inh: 13; LYPLA2 inh: 7; GSTO1 inh: -4; PAFAH1B2 FP inh: 0; pPAFAH FP inh: 1; PAD4 FP inh: 2; LYPLA1 counter: 3; PAFAH2 FP inh: 1; PME-1 inh: 0

How did COc1cc(OC)c(NC(=O)CCNS(=O)(=O)c2cc(Br)cnc2N)cc1Cl do in these assays?
PAFAH1B3 inh: 4; LYPLA2 inh: -5; GSTO1 inh: -5; PAFAH1B2 FP inh: 2; pPAFAH FP inh: -2; PAD4 FP inh: 1; LYPLA1 counter: -3; PAFAH2 FP inh: 7; PME-1 inh: -12

What do the screens show for `COc1ccccc1CNC(=O)C(CC(C)C)NC(=O)C1CCC(C)CC1` (stereo not given)?
PAFAH1B3 inh: -1; LYPLA2 inh: 4; GSTO1 inh: 3; PAFAH1B2 FP inh: 1; pPAFAH FP inh: 3; PAD4 FP inh: 0; LYPLA1 counter: 1; PAFAH2 FP inh: -5; PME-1 inh: -2

What do the screens show for `O=C1CCC/C1=c1\s/c(=C\c2cccnc2)c(=O)n1-c1ccccc1`?
PAFAH1B3 inh: 3; LYPLA2 inh: 3; GSTO1 inh: -3; PAFAH1B2 FP inh: -1; pPAFAH FP inh: 4; PAD4 FP inh: 4; LYPLA1 counter: -1; PAFAH2 FP inh: -2; PME-1 inh: 3

How did CC[C@]12c3[nH]c4cc(CCC(=O)N(C)C)ccc4c3CCN1C(=O)[C@@H](CC(=O)NCCCn1ccnc1)C[C@@H]2C(=O)N1CCN(C(=O)C2CC2)CC1 do in these assays?
PAFAH1B3 inh: 5; PAFAH1B2 FP inh: 0; pPAFAH FP inh: -7; PAD4 FP inh: -8; PAFAH2 FP inh: 2

Results for Cc1ccc(C(c2c(C)[nH][nH]c2=O)c2c(C)[nH][nH]c2=O)cc1 ?
PAFAH1B3 inh: 4; LYPLA2 inh: 0; GSTO1 inh: 22; PAFAH1B2 FP inh: 1; pPAFAH FP inh: -3; PAD4 FP inh: -6; LYPLA1 counter: 0; PAFAH2 FP inh: -4; PME-1 inh: -1

Results for O=C(CSc1nc(N2CCCCC2)nc(N2CCCCC2)n1)c1ccccc1 ?
PAFAH1B3 inh: 1; LYPLA2 inh: -2; GSTO1 inh: -2; PAFAH1B2 FP inh: 1; pPAFAH FP inh: -6; PAD4 FP inh: -4; LYPLA1 counter: -2; PAFAH2 FP inh: 3; PME-1 inh: -4

How did CC12CCC(=O)N1C(C(=O)NNC(=O)COc1ccccc1F)CS2 (stereo not given) do in these assays?
PAFAH1B3 inh: 0; LYPLA2 inh: 1; PAFAH1B2 FP inh: -3; pPAFAH FP inh: -1; PAD4 FP inh: 2; LYPLA1 counter: 1; PAFAH2 FP inh: 0; PME-1 inh: -5

Results for O=C(CN1CCN(Cc2ccc(F)cc2Cl)C1=O)NCc1cccs1 ?
PAFAH1B3 inh: 6; LYPLA2 inh: -3; GSTO1 inh: -8; PAFAH1B2 FP inh: 8; pPAFAH FP inh: 0; PAD4 FP inh: 3; LYPLA1 counter: -3; PAFAH2 FP inh: -3; PME-1 inh: 9

What do the screens show for `COc1ccc2sc(-c3ccc(SC)cc3)c(/C=C/c3ccc(OC)c(OC)c3)c2c1`?
PAFAH1B3 inh: 9; PAFAH1B2 FP inh: 5; pPAFAH FP inh: 3; PAD4 FP inh: 5; PAFAH2 FP inh: -6

What do the screens show for `Nc1nnc(SCc2c(F)cccc2Cl)s1`?
PAFAH1B3 inh: 4; LYPLA2 inh: 3; GSTO1 inh: -3; PAFAH1B2 FP inh: 6; pPAFAH FP inh: 5; PAD4 FP inh: -1; LYPLA1 counter: 3; PAFAH2 FP inh: 6; PME-1 inh: 2

What do the screens show for `COc1ccc(NC(=O)N(C)C[C@H]2Oc3c(NS(=O)(=O)c4cn(C)cn4)cccc3C(=O)N([C@H](C)CO)C[C@@H]2C)cc1`?
PAFAH1B3 inh: 7; PAFAH1B2 FP inh: 6; pPAFAH FP inh: 3; PAD4 FP inh: -8; PAFAH2 FP inh: 10

Results for Cc1ccc(C2CC(=O)NC(SCC(=O)Nc3nccs3)=C2C#N)cc1 (stereo not given) ?
PAFAH1B3 inh: -1; LYPLA2 inh: 8; GSTO1 inh: 5; PAFAH1B2 FP inh: 1; pPAFAH FP inh: 7; PAD4 FP inh: 1; LYPLA1 counter: 1; PAFAH2 FP inh: 1; PME-1 inh: 2

How did COCCn1c(C)cc(C(=O)Cn2nc(C(=O)O)c3ccccc3c2=O)c1C do in these assays?
PAFAH1B3 inh: 3; LYPLA2 inh: -1; GSTO1 inh: 9; PAFAH1B2 FP inh: 6; pPAFAH FP inh: -3; PAD4 FP inh: 1; LYPLA1 counter: 0; PAFAH2 FP inh: 3; PME-1 inh: 0

What do the screens show for `COC(=O)c1cnc(SCc2ccc(C)cc2)n1C`?
PAFAH1B3 inh: 9; LYPLA2 inh: -3; GSTO1 inh: -5; PAFAH1B2 FP inh: 2; pPAFAH FP inh: 3; PAD4 FP inh: -3; LYPLA1 counter: -2; PAFAH2 FP inh: 3; PME-1 inh: -5

How did O=C(N/N=C/c1ccc(N2CCOCC2)cc1)c1ccccc1OCCOc1ccccc1 do in these assays?
LYPLA2 inh: -9; GSTO1 inh: 2; pPAFAH FP inh: 8; PAD4 FP inh: -1; LYPLA1 counter: -5; PME-1 inh: 1

Results for Cc1ccc2occ(C(c3nnnn3C3CCCC3)N3CCN(C(=O)c4ccco4)CC3)c(=O)c2c1 (stereo not given) ?
PAFAH1B3 inh: -1; LYPLA2 inh: 1; GSTO1 inh: 4; PAFAH1B2 FP inh: -1; pPAFAH FP inh: 1; PAD4 FP inh: 1; LYPLA1 counter: -2; PAFAH2 FP inh: 3; PME-1 inh: 1

What do the screens show for `CN1CCC(NC(=O)c2ccncc2)CC1`?
PAFAH1B3 inh: 4; LYPLA2 inh: 0; GSTO1 inh: -1; PAFAH1B2 FP inh: 3; pPAFAH FP inh: 4; PAD4 FP inh: -3; LYPLA1 counter: -3; PAFAH2 FP inh: 8; PME-1 inh: -3

Results for COc1ccc(-n2c(=O)c3c4c(sc3n(CC(=O)NCC3CCCO3)c2=O)CCCC4)c(OC)c1 (stereo not given) ?
PAFAH1B3 inh: 0; LYPLA2 inh: -4; GSTO1 inh: -12; PAFAH1B2 FP inh: -2; pPAFAH FP inh: -5; PAD4 FP inh: -3; LYPLA1 counter: 4; PAFAH2 FP inh: -11; PME-1 inh: -4

Results for COc1ccc(C(CNC(=O)c2ccco2)N2CCCCC2)cc1 (stereo not given) ?
LYPLA2 inh: 1; GSTO1 inh: 1; pPAFAH FP inh: -2; PAD4 FP inh: -1; LYPLA1 counter: -1; PME-1 inh: 2

Results for Cc1ccc(C(=O)Nc2cc(C(C)C)c(O)c(C(C)C)c2)cc1 ?
PAFAH1B3 inh: 2; LYPLA2 inh: -5; GSTO1 inh: -1; PAFAH1B2 FP inh: -2; pPAFAH FP inh: 3; PAD4 FP inh: 0; LYPLA1 counter: -2; PAFAH2 FP inh: 4; PME-1 inh: 1

What do the screens show for `CC(C)[C@H](NC(=O)c1ccc(Cl)c([N+](=O)[O-])c1)C(=O)O`?
PAFAH1B3 inh: -2; LYPLA2 inh: -5; GSTO1 inh: 1; PAFAH1B2 FP inh: 1; pPAFAH FP inh: 6; PAD4 FP inh: -2; LYPLA1 counter: 2; PAFAH2 FP inh: 2; PME-1 inh: 3

Results for CCOc1ccc(C2/C(=C(\O)c3ccc4c(c3)OCCO4)C(=O)C(=O)N2CCCN2CCOCC2)cc1 (stereo not given) ?
PAFAH1B3 inh: 7; LYPLA2 inh: -6; GSTO1 inh: -2; PAFAH1B2 FP inh: 2; pPAFAH FP inh: 4; PAD4 FP inh: -5; LYPLA1 counter: 2; PAFAH2 FP inh: 4; PME-1 inh: 4

How did COc1ccc([N+](=O)[O-])cc1NC(=O)COC(=O)C1CC1 do in these assays?
PAFAH1B3 inh: 9; LYPLA2 inh: 0; GSTO1 inh: -1; PAFAH1B2 FP inh: 3; pPAFAH FP inh: 0; PAD4 FP inh: -2; LYPLA1 counter: 0; PAFAH2 FP inh: 49*; PME-1 inh: -4

What do the screens show for `O=C(NCC(c1ccc(F)cc1)N1CCOCC1)c1ccco1` (stereo not given)?
PAFAH1B3 inh: -1; LYPLA2 inh: 2; GSTO1 inh: 12; PAFAH1B2 FP inh: 5; pPAFAH FP inh: 2; PAD4 FP inh: 2; LYPLA1 counter: 2; PAFAH2 FP inh: 5; PME-1 inh: -2

How did Cc1cc(NC(=O)c2ccc(C)o2)no1 do in these assays?
PAFAH1B3 inh: 6; LYPLA2 inh: 9; GSTO1 inh: 6; PAFAH1B2 FP inh: 4; pPAFAH FP inh: -5; PAD4 FP inh: -1; LYPLA1 counter: 2; PAFAH2 FP inh: 4; PME-1 inh: 8

How did O=S(=O)(c1ccc(Cl)cc1)N1CCN(Cc2ccncc2)CC1 do in these assays?
PAFAH1B3 inh: 6; LYPLA2 inh: 4; GSTO1 inh: -1; PAFAH1B2 FP inh: 24*; pPAFAH FP inh: -1; PAD4 FP inh: -2; LYPLA1 counter: 5; PAFAH2 FP inh: 1; PME-1 inh: 2

What do the screens show for `COc1ccc(-n2c(SCCC(=O)O)nnc2-c2ccncc2)cc1`?
PAFAH1B3 inh: -2; LYPLA2 inh: 4; GSTO1 inh: 6; PAFAH1B2 FP inh: 4; pPAFAH FP inh: 1; PAD4 FP inh: 0; LYPLA1 counter: 0; PAFAH2 FP inh: -3; PME-1 inh: -3

How did COc1ccccc1N1CCN(C(=O)CCC(=O)O)CC1 do in these assays?
PAFAH1B3 inh: 5; LYPLA2 inh: -8; GSTO1 inh: -10; PAFAH1B2 FP inh: -1; pPAFAH FP inh: -1; PAD4 FP inh: -2; LYPLA1 counter: -1; PAFAH2 FP inh: -11; PME-1 inh: -6
